Rin1-Abl PPI inh: human Rin1-Abl interaction inhibition; TR-FRET Rin1/Abl binding, biochemical; inhibition, % at 7.35 µM; actives 0.4% (n = 360,000); P00519+Q13671; in the data active means inhibition above about 5%, passing the limit was not always enough
FAS-TE inh: blocks the thioesterase domain of human fatty acid synthase; recombinant FAS-TE, OMFH fluorogenic substrate, fluorescence endpoint; inhibition, % at 15 µM; P49327; AID 602261; actives 0.67% (n = 360,000);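 active means compounds whose normalised, plate-corrected inhibition of enzyme fluorescence in the single-dose primary screen is 50% or more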;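 further: 0% = DMSO with enzyme and 100% = substrate without enzyme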
MsrA act: bovine methionine sulfoxide reductase A activation; purified bovine MsrA, absorbance read-out; activation, % at 10.6 µM; actives 0.3% (n = 360,000); in the data active means activation above about 7.5%;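 further: 0% = vehicle and 100% = reference activator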
eLon inh: E. coli protease La inhibition; inhibition, % at 7.94 µM; actives 0.42% (n = 360,000); P0A9M0; purified E. coli Lon protease, fluorescence polarization; in the data active means inhibition above about 13%, passing the limit was not always enough;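 further: 0% = enzyme with probe and DMSO and 100% = no enzyme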
MT1-MMP act inh: MT1-MMP (human) activation inhibition; P50281; HT1080 RFP-PRO-GFP cells, GFP/RFP ratio fluorescence, overnight; percent of plate control window, DMSO zero; GFP/RFP ratio change, % at 20 µM; actives 0.061% (n = 360,000);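 active means GFP/RFP ratio change of at least 30% with cell ATP level not reduced by more than half and red fluorescence within 50% of control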; further: strong numbers were not always called active
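Assay system: HT1080 RFP-PRO-GFP cells | Dosing: 20 µM single dose, 1% DMSO | Incubation: Cells overnight before dosing, compound overnight, 37 °C, 5% CO2 | Evaluation: GFP/RFP fluorescence ratio | Control set: DMSO-only wells and HT1080 RFP-L50D-GFP cell wells as references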
CSN deneddyl inh: inhibitors of human CSN-mediated cullin deneddylation; Q92905; Purified CSN, SCF-Nedd8-OG deneddylation, fluorescence polarization; inhibition, % at 12.5 µM; actives 0.38% (n = 360,000); AID 651999;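 active means pattern-corrected inhibition above about 35%, with an unprinted fluorescence ratio check between 0.5 and 1.5, limit read from the data, passing the limit was not always enough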;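 further: 0% = enzyme with substrate and 100% = substrate without enzyme; some results filed as inactive read as strong as hits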
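Assay system: HEK293T-derived human Csn5 enzyme; quantity: 0.24 nM enzyme; medium: Tris/NaCl/DTT buffer, pH 7.5; also added: substrate SCFSkp2-Nedd8OG, 10 nM; doses: 12.5 µM compound; schedule: 90 min reaction at room temperature; signal: FP; read-out: % inhibition of substrate cleavage by Csn5; benchmarks: substrate-only high control, full reaction low control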
MLLE-PAM2 inh: inhibitors of microRNA-mediated deadenylation, human PABP1 MLLE binding | P11940 | GST-MLLE / FITC-PAM2 fluorescence polarization | inhibition, % at 20 µM | actives 0.36% (n = 360,000) | AID 588489; in the data active means inhibition above about 35%, passing the limit was not always enough;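 further: plate controls were DMSO wells with GST-MLLE for no effect and wells lacking GST-MLLE protein for full effect; some results filed as inactive read as strong as hits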
Target sequence (P11940 whole entry, looked up): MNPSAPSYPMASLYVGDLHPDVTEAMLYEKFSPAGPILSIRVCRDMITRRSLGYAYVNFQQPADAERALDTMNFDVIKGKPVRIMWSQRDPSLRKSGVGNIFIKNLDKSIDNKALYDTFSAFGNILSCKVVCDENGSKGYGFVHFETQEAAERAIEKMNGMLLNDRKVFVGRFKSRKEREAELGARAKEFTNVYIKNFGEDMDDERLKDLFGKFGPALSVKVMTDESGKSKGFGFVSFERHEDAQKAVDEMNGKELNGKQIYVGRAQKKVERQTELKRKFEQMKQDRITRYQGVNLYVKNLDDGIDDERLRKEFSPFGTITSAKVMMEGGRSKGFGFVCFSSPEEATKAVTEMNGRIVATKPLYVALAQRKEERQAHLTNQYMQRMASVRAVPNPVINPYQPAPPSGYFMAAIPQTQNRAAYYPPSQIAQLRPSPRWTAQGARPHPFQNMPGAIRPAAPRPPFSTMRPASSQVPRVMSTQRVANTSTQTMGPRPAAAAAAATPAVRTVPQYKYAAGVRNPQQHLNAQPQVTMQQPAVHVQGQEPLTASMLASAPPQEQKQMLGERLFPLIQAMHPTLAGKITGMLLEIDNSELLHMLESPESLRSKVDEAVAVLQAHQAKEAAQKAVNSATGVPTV
MsrA inh: inhibitors of bovine MsrA; purified bovine MsrA, absorbance read-out; inhibition, % at 15.5 µM; actives 0.75% (n = 360,000); AID 651718; in the data active means inhibition above about 4.5%;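 further: 0% = vehicle wells with enzyme and 100% = reference inhibitor wells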
Rpn11 inh: Rpn11 (human) deubiquitinase inhibition. O00487. human 26S proteasome, Ub4-pepOG fluorescence polarization; 20S core pre-blocked with epoxomicin. calls only at 20 µM. actives 0.59% (n = 360,000). AID 588493;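 active means inhibition at 20 µM, scaled to each plate's controls, above about 33%, limit read from the data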
Target sequence (O00487 whole entry, looked up): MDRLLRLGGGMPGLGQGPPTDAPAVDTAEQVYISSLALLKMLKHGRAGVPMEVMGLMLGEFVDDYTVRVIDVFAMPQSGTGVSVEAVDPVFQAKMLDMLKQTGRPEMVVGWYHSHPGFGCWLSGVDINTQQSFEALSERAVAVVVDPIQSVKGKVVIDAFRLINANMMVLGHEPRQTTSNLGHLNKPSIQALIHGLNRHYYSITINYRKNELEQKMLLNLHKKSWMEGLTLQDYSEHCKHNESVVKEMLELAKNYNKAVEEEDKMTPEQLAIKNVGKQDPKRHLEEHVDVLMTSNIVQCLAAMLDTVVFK
An asterisk follows results filed as active; i = inactive; . = not tested or not shown; + = active, no number.

SMILES	Rin1-Abl PPI inh	FAS-TE inh	MsrA act	eLon inh	MT1-MMP act inh	CSN deneddyl inh	MLLE-PAM2 inh	MsrA inh	Rpn11 inh
O=C(Cc1coc2ccc3ccccc3c12)Nc1nccs1	0	2	-13	-12	-4	-1	6	0.8	i
CCOC(=O)c1ccc(NC(=S)NN2CCN(C)CC2)cc1	0	-9	-5	-1	1	0	25	-0.1	i
CCOC(=O)N1CCN(C(=O)c2ccc(S(=O)(=O)Nc3ccc(C)cc3)cc2)CC1	7	-6	-6	-3	-2	1	10	-0.3	i
COC(=O)c1ccccc1S(=O)(=O)N1CCC(C(=O)OCC(=O)NCC(F)(F)F)CC1	3	-2	-1	-3	3	-4	7	0.0	i
COc1ccc(-c2csc(C(NC(C)=O)c3ccccc3)n2)cc1 (configuration not stated)	0	1	0	-1	-1	-3	9	-0.1	i
C/C=C\C=C/C(=O)Nc1cccc(C2=NOC3(C2)C[C@H](C(N)=O)N(C(=O)CC)C3)c1 (some centres not stated)	0	-13	-4	0	2	-3	25	1.8	i
COc1cccc(NC(=O)CN2C(=O)NC(C)(C3CC3)C2=O)c1 (configuration not stated)	5	-8	-10	4	-1	-6	0	0.0	i
O=C(c1ccc(NS(=O)(=O)c2cccc(F)c2)cc1)N1CCCCC1	-4	-3	-3	0	6	0	6	-0.4	i
Cc1ccc(NC(=O)C2CCC2)cc1S(=O)(=O)N1CCCCCC1	-2	6	0	-6	6	-3	12	0.8	i
Cc1c(S(=O)(=O)c2ccccn2)c(N)n(Cc2ccccc2Cl)c1C	0	-5	-1	-22	16	5	-29	1.0	i
CSc1nc(-c2ccccc2)cc(C(F)(F)F)c1C#N	0	28	-5	0	-5	1	-7	0.0	i
Cc1cccc(-c2nnc(SCC#N)n2Cc2ccccc2)c1	1	-7	-10	-2	7	4	-3	-1.2	i
O=C(N/N=C1/CCS(=O)(=O)c2ccc(F)cc21)c1cccnc1	1	-5	0	-8	-11	-5	-1	0.5	i
O=C(CCCc1ccccc1)N=C1SC2CS(=O)(=O)CC2N1c1ccccc1 (configuration not stated)	2	2	-4	-3	1	3	-4	0.1	i
CCOC(=O)N1CCN(CC(=O)n2c(C)c(C)c3ccccc32)CC1	2	0	3	3	3	0	8	-0.7	i
CCOc1cccc2cc(-c3csc(NC(=O)CCC(=O)N4CCC(C)CC4)n3)c(=O)oc12	-2	-56	-3	-17	-2	4	-8	1.0	i
O=C(NC(NC(=S)Nc1ccc(Cl)cc1)C(Cl)(Cl)Cl)c1ccco1 (configuration not stated)	-2	21	-2	-8	5	3	34	-0.3	i
COc1ccc(-c2csc(C)n2)cc1OC	-1	-9	-4	7	4	-1	2	-1.1	i
Cn1c(=O)c([N+](=O)[O-])c(NC2CCS(=O)(=O)C2)c2ccccc21 (configuration not stated)	-1	-2	-2	-5	1	4	8	3.0	i
O=C(Nc1cc(C(=O)N2CCCC2)ccc1N1CCCC1)c1ccccc1F	0	-6	-2	1	6	-4	-10	0.7	i
Cc1ccc(S(=O)(=O)N2CCCC2C(=O)NCc2ccc3c(c2)OCO3)cc1 (configuration not stated)	-2	-1	-8	-8	2	2	-10	1.0	i
O=C(NCCOc1ccccc1)C1Nc2ccc(C(F)(F)F)cc2C2c3ccccc3CC12 (configuration not stated)	2	21	-2	1	-2	1	-30	0.5	i
CN(Cc1ccccc1)C(=O)CCNS(=O)(=O)c1ccc2c(c1)oc(=O)n2C	-4	2	-2	-7	8	1	0	-0.3	i
C=CCc1cccc(/C=N/c2nc3ccccc3n2CC)c1O	-3	5	0	3	1	-2	-8	0.4	i
Cc1csc(-c2cnn(-c3ccccc3)c2NC(=O)c2cccc(C(F)(F)F)c2)n1	-5	7	-1	7	-1	3	10	0.2	i

Later entries:
SMILES	Rin1-Abl PPI inh	FAS-TE inh	MsrA act	eLon inh	MT1-MMP act inh	CSN deneddyl inh	MLLE-PAM2 inh	MsrA inh	Rpn11 inh
O=C(Nc1nnc(-c2ccccc2F)s1)c1cccnc1	1	-2	-1	0	-3	2	-3	0.2	i
Cc1ccc(C(=O)Nc2cccc(N3C(=O)C4CCC(C)CC4C3=O)c2)cc1 (configuration not stated)	1	8	-2	4	-1	-1	5	-1.2	i
CN(C)c1ccc(NC(=O)CCN2CCN(c3ccccn3)CC2)cc1	2	-6	-7	-2	4	1	-6	-0.9	i
CCOc1ncccc1C(=O)OCc1cccc([N+](=O)[O-])c1	0	18	0	-14	3	1	-6	0.9	i
Cc1nc(SCC(=O)NCc2ccco2)c2c(C)c(C)sc2n1	-2	0	1	4	5	-2	2	-0.4	i
O=S(=O)(c1cnc[nH]1)N1CCN(C(c2ccc(F)cc2)c2ccc(F)cc2)CC1	1	-65	-1	-7	-9	-3	-1	-0.3	i
COc1cc(NC(=O)CSc2nc(=O)n(CCCN3CCOCC3)c3c2CCC3)cc(OC)c1	2	-3	-3	3	6	0	6	2.1	i
Cc1ccc(NC(=O)CN2C(=O)NC3(CCc4ccccc43)C2=O)cc1Cl (configuration not stated)	-3	34	-4	0	5	-3	-1	2.4	i
Cc1ccc(C(C)C)c(OC/C(O)=C(\C#N)c2nc3ccccc3[nH]2)c1	-1	6	-1	4	-15	8	-6	0.5	i
COc1ccc2c(c1)C(=O)Nc1cc(Cl)ccc1N2	-4	2	-5	10	3	0	0	-0.1	i
O=[N+]([O-])c1cc(-c2ccn[nH]2)ccc1Cl	-1	11	-4	13	3	-3	7	2.8	i
O=C(CSc1nnc(-c2ccccn2)n1Cc1ccccc1)N1CCCC1	0	-8	-3	-1	-7	2	-6	-1.4	i
Nc1ncnc(N)c1NC(=O)c1cc(Cl)c(OCc2ccccc2)c(Cl)c1	4	-4	-4	3	3	0	2	0.1	i
CC(C)(C)OC(=O)NCCCCCc1cn([C@@H](CO)C(=O)NCCCCCCCCCCC(=O)N2CCN(C(=O)OC(C)(C)C)CC2)nn1	1	8	2	-2	1	-10	7	0.1	i
O=C(CSc1ccc(Cl)cc1)N1CCOCC1	-1	0	-4	-3	-10	2	19	-0.8	i
CCc1cc(C)c(O)c(CC)n1	-1	-2	0	0	2	7	-4	.	i
COC(=O)C1=C(C(=O)OC)SC2(S1)C(C(=O)OC)=C(C(=O)OC)SC1=C2c2cccc(C)c2NC1(C)C	-1	-4	-1	-2	-5	-3	-14	3.0	i
COC(=O)c1ccccc1NC(=O)N1CCN(S(C)(=O)=O)CC1	1	-4	-3	-1	4	-3	-6	1.5	i
O=C(O)c1ccc(N=Nc2c(O)ccc3ncccc23)cc1	10	24	-4	22	18	34	-3	1.4	+
COc1ccccc1NC(=O)N(C)C[C@@H]1OCc2cn(nn2)CCCC(=O)N([C@@H](C)CO)C[C@H]1C	2	-8	-1	-3	1	1	-2	-0.7	i
COC(=O)c1cccc(N2C(=O)c3ccccc3S2(=O)=O)c1	5	-3	-1	4	-1	4	-114	0.2	i
Cc1ccc(NC(=O)Cn2nc(C)c(S(=O)(=O)N(C)C)c2C)cc1C	-1	-6	-5	5	3	-4	-3	-1.0	i
CC(C)=NOC(=O)c1c(C)noc1-c1snnc1C	2	-5	-1	6	3	2	-5	1.7	i
Cn1c(CN2CCN(CC#N)CC2)c(C#N)c2ccccc21	2	-15	-13	-5	.	-3	8	-1.5	i
COc1nnc(-c2ccc(C)cc2)c2ccccc12	0	-4	-12	-2	-4	1	6	-0.3	i

Carrying on:
SMILES	Rin1-Abl PPI inh	FAS-TE inh	MsrA act	eLon inh	MT1-MMP act inh	CSN deneddyl inh	MLLE-PAM2 inh	MsrA inh	Rpn11 inh
COc1ccc(CCNC(=O)c2ccc(CS(=O)(=O)c3ccc(C)cc3)o2)cc1OC	-1	-11	-2	-6	4	-2	9	-0.4	i
CCC(C)C(=O)Nc1ncc2c(n1)CC(c1cccs1)CC2=O (configuration not stated)	3	-6	3	-15	2	4	4	0.2	i
CC(C)Sc1nnc(NC(=O)c2ccc3c(c2)OCO3)s1	5	3	-1	4	1	-1	10	-0.7	i
O=C(Cn1nc(-c2cccs2)ccc1=O)Nc1ccc(Br)cc1	-1	8	-2	5	4	0	-2	1.2	i
Cc1ccsc1C(=O)OCC(=O)NC1CCCCC1C (configuration not stated)	1	-3	-4	13	-2	-2	-8	0.0	i
O=C(COC(=O)/C=C/c1ccc(Cl)cc1Cl)NCc1ccco1	-3	0	-5	-4	-1	-2	0	1.8	i
O=C1CN(C(=O)c2ccccc2F)C(c2ccc(F)cc2)c2cc(F)ccc2N1 (configuration not stated)	-1	-2	3	9	-3	-1	2	0.2	i
CC1CCc2nc(NC(=O)CSc3nc4ccccc4o3)sc2C1 (configuration not stated)	-7	13	4	-2	0	-3	0	0.4	i
Cc1cccc(Nc2nnc(SCC(=O)NC(=O)Nc3ccc4c(c3)OCCO4)s2)c1	-3	-4	-9	2	-2	-7	-26	-0.4	i
CCCC(C(=O)NNC(=O)c1ccncc1)c1ccccc1 (configuration not stated)	7	-12	-7	-7	1	1	-10	-0.1	i
COc1ccc(NS(=O)(=O)c2cccc(C(=O)NNC(=O)c3cccc(NC(C)=O)c3)c2)cc1	-3	-4	-6	-3	0	3	7	1.0	i
COC(=O)CC1SC(=O)NC1=O (configuration not stated)	-5	-8	-2	-7	4	3	-6	-0.8	i
CC1CCC(NC(=O)C2CCN(c3nc4ccccc4s3)CC2)CC1 (configuration not stated)	2	1	-2	-5	-1	0	2	0.8	i
COc1ccccc1C(=O)Nc1ccc2c(c1)nc(CCNC(=O)c1ccco1)n2C	-1	-1	-2	5	0	0	-1	-1.1	i
COc1ccccc1OCCSc1nc2ccccc2n1CC(=O)O	-5	-5	-2	-11	5	-4	-17	-0.4	i
Cc1ccccc1C(=O)NN(C)c1nc2ccccc2nc1C(F)(F)F	-1	-7	-7	-5	-3	0	2	-1.4	i
COc1ccc(-c2nnc(SCC(=O)c3cccs3)o2)cc1	-2	7	-3	-8	0	6	-64	-0.7	i
COc1ccc(N=C2C(=Nc3ccc(OC)cc3)N(c3ccccc3)C(=S)N2C(=O)c2ccc(Cl)cc2)cc1	-4	24	-3	6	10	1	37	-1.4	i
COC(Cc1ccccc1N1CCCC1=O)OC	3	-11	-1	-2	2	-1	-7	0.5	i
Cn1cc([N+](=O)[O-])c(C(=O)NCC(=O)O)n1	1	-10	-12	-3	3	-6	-14	-0.8	i
Cc1nn(CCCC(=O)O)c(C)c1[N+](=O)[O-]	0	-3	-3	-1	-1	1	-5	-0.2	i
O=C(Nc1cccc(-c2nc3ccccc3s2)c1)C1=COCCO1	-3	18	-1	-12	5	7	4	0.1	i
OC[C@@H]1CN(C2CCCC2)C[C@H](n2cnc3c(NC4CCC4)ncnc32)O1	5	-8	-6	6	1	-5	-1	-0.2	i
O=S1(=O)N=C(c2ccccc2)c2ccccc21	-3	0	-2	4	2	2	3	0.4	i

Assay outcomes from PubChem.
